# Bioassay records (PubChem BioAssay)
# HT1080 IDH1KD tx: HT-1080 IDH1 knockdown cell toxicity (counter line) | HT-1080 IDH1 knockdown viability, ATP luminescence, 48 h | Potency, µM (doses to about 46.1 µM), for the others: at the highest dose activity, negative = toxicity, most hits filed as cytotoxic | 2% of 360,000 active | AID 686971;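 note: 0% = DMSO wells and -100% = cell-free medium wells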
#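 CellTiter-Glo luminescence after 48 h compound exposure at 37 degrees C of IDH1-knockdown HT-1080 cells in 5% FBS RPMI. %Activity scaled between DMSO wells and cell-free media wells, with curves fitted and assigned curve classes.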
# HT1080-NT tox: kills 2HG-producing HT-1080-NT fibrosarcoma cells; HT-1080-NT fibrosarcoma viability, CellTiter-Glo ATP luminescence, 48 h; 1.6% of 360,000 active; AID 686970; Potency, µM (top dose mostly 46.1 µM), for inactives: top-dose activity, negative = less viability, most hits filed as cytotoxic;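 note: NT is the 2HG producing partner of a matched IDH1 knockdown line; 0% = DMSO-treated cells and -100% = media-only wells without cells; nearly all actives have a fitted effect of over 55% in size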
#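 Fibrosarcoma NT cells, 750 per well in 5% FBS RPMI, were exposed to compound for 48 hours. Viability: CellTiter-Glo luminescence.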
# HEK293 tox: cytotoxicity counter-screen for GLP-1 receptor inverse agonists | Potency, µM (highest dose often 38.3 µM), for inactives: top-dose activity change, negative = inhibition, usual class: inhibitors | HEK293 cAMP-luciferase reporter cells, luminescence, 24 h | 0.13% of 410,000 active;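 note: loss of luciferase light is scored as toxicity; % is set by controls: 0 for no effect and ±100 for the full control effect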
#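 To flag toxic compounds, the library was rerun on cells for 24 hr at 37 deg C and 5% CO2. Viability-linked luminescence was captured 12 min after adding luciferase detection reagent.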
# KB-3-1 cytotox: KB-3-1 parental cell cytotoxicity. KB-3-1 viability, CellTiter-Glo ATP luminescence, 72 h. Potency, µM (titrated, usually from 46.1 µM), inactives show at the top dose activity change, negative = cytotoxic, usual class: cytotoxic. 1.4% of 400,000 active; note: % is set by controls: 0 for no effect and ±100 for the full control effect; nearly all actives have a fitted effect of over 60% in size
#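 72 h, 37 °C compound treatment of KB-3-1 parental cells; CellTiter-Glo added, 10 min, luminescence read. Data corrected against DMSO-only plates and normalized before curve fitting.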
# TDP43 rescue: rescues yeast growth from TDP-43 toxicity; TDP-43 expressing yeast growth rescue, BacTiter-Glo, 24 h; Potency, µM (doses to about 46.1 µM), inactives show top-dose growth rescue (activation), hits mostly activators; 1.8% of 410,000 active; AID 652104; note: % of control where 0% means no effect; nearly all actives have a fitted effect of over 50% in size
#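 In this qHTS, compounds that restore growth of yeast expressing TDP-43 appear as activators. Cells (OD600=0.02, galactose medium, raffinose-pregrown) are incubated with compound 24 hr at 30 deg C and growth is quantified by BacTiter-Glo.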
# SW480 rerep: DNA re-replication induction in SW480 cells; SW480 DNA re-replication, Hoechst DNA content imaging, 48 h; Potency, µM (highest dose often 46.1 µM), for inactives: at the top dose re-replication activation, usual class: activators; 1.8% of 340,000 active; AID 624297; note: % of control where 0% means no effect; nearly all actives have a fitted effect of over 55% in size
#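 Compounds, transferred as 23 nL by pin tool, were incubated with cells for 48 hr; DNA content per nucleus was then quantified by Hoechst staining and fluorescence plate imaging.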
# GLP1R ag: GLP-1 receptor (human) agonism. Potency, µM (doses to about 45.6 µM), for inactives: at the top dose activation, hits mostly activators. HEK293 GLP-1R CRE-luciferase, luminescence, 4-6 h; cells express a hypersensitive GLP-1R form. P43220. 0.007% of 380,000 active; note: % of control where 0% means no effect
# Target sequence (P43220 whole entry, looked up): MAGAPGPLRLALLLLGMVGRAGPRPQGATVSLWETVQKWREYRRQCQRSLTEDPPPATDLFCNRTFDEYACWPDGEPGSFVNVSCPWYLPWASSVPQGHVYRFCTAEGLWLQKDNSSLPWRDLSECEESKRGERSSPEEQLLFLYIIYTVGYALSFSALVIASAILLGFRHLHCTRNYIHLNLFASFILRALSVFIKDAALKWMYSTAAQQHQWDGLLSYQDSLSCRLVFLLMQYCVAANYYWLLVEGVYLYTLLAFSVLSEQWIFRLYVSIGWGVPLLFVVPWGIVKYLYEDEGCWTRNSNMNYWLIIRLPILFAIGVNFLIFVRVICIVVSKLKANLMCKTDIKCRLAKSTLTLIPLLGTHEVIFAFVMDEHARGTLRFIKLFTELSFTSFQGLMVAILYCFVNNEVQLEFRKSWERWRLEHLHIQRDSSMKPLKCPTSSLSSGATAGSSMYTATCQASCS
# KB-V1 cytotox: kills drug-selected multidrug resistant KB-V1 cells; KB-V1 MDR cells viability, CellTiter-Glo, 72 h; Potency, µM (series often up to 46.1 µM), inactives show at the top dose activity change, negative = cytotoxicity, actives largely listed as cytotoxic; 3.4% of 400,000 active; note: % is set by controls: 0 for no effect and ±100 for the full control effect; nearly all actives have a fitted effect of over 60% in size
#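 KB-V1, DMEM (no phenol red) + 10% FBS; cpd pin-transferred, titration series; 72 h, 37 degrees C; CellTiter-Glo, luminescence. Data normalized, curve-fit.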
# GLP1R inv ag: inverse agonists of human GLP-1 receptor. P43220. AID 624417. HEK293 GLP-1R CRE-luciferase, luminescence, 24 h; GLP-1R form is constitutively active. Potency, µM (top dose mostly 38.3 µM), without a hit: at the top dose activity change, negative = inhibition, hits mostly inhibitors. 1.6% of 410,000 active; note: % is set by controls: 0 for no effect and ±100 for the full control effect; nearly all actives have a fitted effect of over 55% in size
#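 Assay principle: reduced luminescence from a cAMP-responsive reporter in HEK293 cells co-expressing a constitutively active GLP-1R. Conditions: 24 hr compound incubation, 37 deg C, 5% CO2.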
# * = called active by the depositor; ? = inconclusive; . = no result given; [ ] = another dose, or the depositor's remark. Calls come from the whole dose curve; as a rule, active = well fitted curve in the direction sought with a large enough effect; inconclusive = small, poorly fitted or top-dose-only effect, or another doubt; inactive = no such curve, though single readings can be large; an effect the other way counts as inactive or inconclusive. Potency is the fitted concentration of half-maximal effect.
# Keys – A = HT1080 IDH1KD tx; B = HT1080-NT tox; C = HEK293 tox; D = KB-3-1 cytotox; E = TDP43 rescue; F = SW480 rerep; G = GLP1R ag; H = KB-V1 cytotox; I = GLP1R inv ag
COc1cccc(CC(=O)N(CCC2=CCCCC2)c2c(N)n(Cc3ccccc3)c(=O)[nH]c2=O)c1
  A: 1%; B: 5%; C: -3%; D: 0%; E: 2%; F: -7%; G: -4%; H: 4%; I: 0%
O=C(Cc1ncc(C(F)(F)F)cc1Cl)NNc1cccc(F)n1
  A: 0%; B: -1%; C: 4%; D: 0%; E: 23%; F: -8%; G: -5%; H: 17%; I: 2%
O=C(c1cccc(N2C(=O)C3C4C=CC(C4)C3C2=O)c1)N1CCCc2ccccc21 (configuration not stated)
  A: 13%; B: 23%; C: 8%[0.307 µM]; D: 2%; E: 6%; F: -5%; G: 13%; H: ?; I: 22%[0.307 µM]
COc1ccc(CN2CCCC(CNC(=O)c3ccc(F)cc3)C2)c(C)c1C (configuration not stated)
  A: -9%; B: -17%; C: -6%; D: 1%; E: -17%; F: ?; G: -3%; H: -1%; I: ?
CC1CCC(NC(=O)CCS(=O)(=O)c2ccc3c(c2)CC(C)N3C(=O)C2CC2)CC1 (configuration not stated)
  A: -1%; B: 7%; C: -9%; D: -6%; E: 4%; F: -20%; G: -7%; H: -10%; I: 2%
CCN1CCN(C(=O)c2ccc3c(=O)n(CCc4ccccc4)c(=O)[nH]c3c2)CC1
  A: -17%; B: 17%; C: -2%; D: -14%; E: -2%; F: 29µM*; G: 34%; H: -2%; I: 13%
Cc1ccc(NC(=O)CSc2nnc3n2CCCCC3)cc1S(=O)(=O)N1CCOCC1
  A: -3%; B: -5%; C: 0%; D: ?; E: 1%; F: .; G: -1%; H: 12%; I: 15%
CC(OC(=O)c1cc(=O)[nH]c2ccccc12)c1ccccc1 (configuration not stated)
  A: -2%; B: 5%; C: 7%; D: -10%; E: -7%; F: -5%; G: ?; H: 5%; I: 0%
O=C(Cn1cncn1)NCc1ccccc1Br
  A: -2%; B: -1%; C: -3%; D: -10%; E: 2%; F: 0%; G: -2%; H: ?; I: -2%
Cc1cccc(-n2cnc3c(sc4nc(N5CCOCC5)c5c(c43)CCCC5)c2=O)c1
  A: -25%; B: -16%; C: 1%; D: -15%; E: 5%; F: 12%; G: 22%; H: ?; I: ?
Cc1ccn2c(NC3CCCC3)c(-c3ccsc3)nc2c1
  A: -8%; B: 1%; C: -2%; D: -6%; E: -6%; F: 3%; G: 13%; H: ?; I: -19%
CCNC(=O)n1cc(-n2cncn2)c(-c2ccc(Cl)cc2)n1
  A: -4%; B: -5%; C: -8%; D: 12%; E: 9%; F: 8%; G: 19%; H: 10%; I: 4%
O=C(N/N=C/c1ccncc1)NC1CCCCC1
  A: 3%; B: 7%; C: 2%; D: 4%; E: 15%; F: -4%; G: 1%; H: 3%; I: 19%
COc1cccc(CNC(=O)c2nnn(CC(=O)Nc3cccc(C)c3)c2N)c1
  A: ?; B: ?; C: -15%; D: -14%; E: -9%; F: -2%; G: 3%; H: 0%; I: -6%
COc1cc(NC(=O)CN2CCC(Cc3ccccc3)CC2)c(C)cc1[N+](=O)[O-]
  A: 9%; B: 6%; C: 19%; D: -11%; E: 5%; F: -1%; G: 1%; H: 1%; I: 22%

# 5 of the entries above in order of their number in SW480 rerep, rising.
Molecule | SW480 rerep
O=C(c1cccc(N2C(=O)C3C4C=CC(C4)C3C2=O)c1)N1CCCc2ccccc21 (configuration not stated) | -5%
O=C(N/N=C/c1ccncc1)NC1CCCCC1 | -4%
COc1cccc(CNC(=O)c2nnn(CC(=O)Nc3cccc(C)c3)c2N)c1 | -2%
O=C(Cn1cncn1)NCc1ccccc1Br | 0%
CCNC(=O)n1cc(-n2cncn2)c(-c2ccc(Cl)cc2)n1 | 8%

# (cont.)
# Keys – A = HT1080 IDH1KD tx; B = HT1080-NT tox; C = HEK293 tox; D = KB-3-1 cytotox; E = TDP43 rescue; F = SW480 rerep; G = GLP1R ag; H = KB-V1 cytotox; I = GLP1R inv ag
COc1ccc(-n2nnnc2S(=O)(=O)Cc2ccc(C(=O)O)cc2)cc1
  A: 7.9µM*; B: 14µM*; C: -23%; D: 1%; E: -9%; F: 7.3µM*; G: -12%; H: 0%; I: -13%
Cc1ccc(C(=O)C2=C(O)C(=O)N(CCCN3CCOCC3)C23C(=O)N(C)c2ccccc23)o1 (configuration not stated)
  A: 7%; B: 17%; C: -9%; D: 23%; E: 8%; F: -6%[9.22 µM]; G: -12%; H: 4%; I: 5%
CCN(CC)S(=O)(=O)c1ccc(/C=C/C(=O)OCC(=O)NCc2ccc3c(c2)OCO3)cc1
  A: -6%; B: -7%; C: 6%; D: ?; E: 9%[9.22 µM]; F: -4%; G: 5%; H: -3%; I: 16%
CCc1cccc(C)c1NC(=O)CSc1nnc(Cc2csc(C)n2)o1
  A: -2%; B: -6%; C: -8%; D: ?; E: 5%; F: 2%; G: -2%; H: -10%; I: 9%
O=C(Nc1ccccc1)c1ccc(CN2CCc3ccccc3C2)cc1
  A: -26%; B: -11%; C: -15%; D: ?; E: -8%; F: 10%; G: 21%; H: ?; I: ?
CCNc1nc(NCC)n2c(SCC(=O)Nc3ccccc3[N+](=O)[O-])nnc2n1
  A: 16%; B: 21%; C: 9%; D: 5%; E: -1%; F: 3%; G: 2%; H: 0%; I: -14%
Cc1ccc(S(=O)(=O)N2CCN(c3ccc(C(F)(F)F)cc3[N+](=O)[O-])CC2)cc1
  A: -21%; B: -18%; C: -4%; D: ?; E: -9%; F: 2%; G: 12%; H: ?; I: ?
Cc1cc(=O)n2c(n1)NC(Nc1cccc(C)c1C)=NC2c1ccccc1 (configuration not stated)
  A: 1%; B: 0%; C: 6%; D: -1%; E: 18%; F: -8%; G: 3%; H: 4%; I: 10%
O=C(COC(=O)/C=C/c1ccccc1Cl)NCCc1ccc(Cl)cc1Cl
  A: -1%; B: -2%; C: -2%; D: 14%; E: 11%; F: 2%; G: 4%; H: 0%; I: 5%
CCOC(=O)CN(Cc1ccc(OC)c(OC)c1)S(=O)(=O)c1ccc(OC)cc1
  A: 1%; B: 8%; C: 1%; D: -2%; E: 17%; F: 5%; G: 1%; H: -9%; I: 8%
CC(=O)N1CCC(N(C(=O)Nc2ccc(Cl)cc2)C(C)C)CC1
  A: -13%; B: -4%; C: -8%; D: 0%; E: 13%; F: -13%; G: 7%; H: 13%; I: -13%
CCOC(CCNC(=O)c1cn(CCOC)c(=O)c2c1c1ccccc1n2C)OCC
  A: 4%; B: 5%; C: 10%; D: 23%; E: 4%; F: -7%; G: -1%; H: 0%; I: 14%
COc1cc(NC(=O)C2CCN(S(=O)(=O)c3ccc4c(c3)CCCC(=O)N4)CC2)cc(OC)c1
  A: .; B: .; C: -6%; D: 17%; E: 19%; F: .; G: 18%; H: -8%; I: 8%
O=C1NC2(CCCCCC2)C(=O)N1Cc1ccc(F)cc1Cl
  A: -1%; B: 3%; C: -7%; D: 5%; E: 2%; F: 5%; G: 15%; H: 6%; I: ?
CCc1ccccc1NC(=O)C1CCN(c2nc3ccccc3[nH]2)CC1
  A: .; B: .; C: -4%; D: 12%; E: 11%; F: .; G: .; H: 10%; I: 8%
Cc1ccc(/C=C2\Oc3c(ccc(O)c3CN3CCN(C)CC3)C2=O)cc1
  A: 8%; B: 0%; C: .; D: 1%; E: -4%; F: -4%; G: 1%; H: ?; I: 32%[activator]
CCC(C)(C(=O)NC1CCCC1)N(Cc1cccs1)C(=O)c1ccccn1 (configuration not stated)
  A: 14%; B: 7%; C: -8%; D: -3%; E: -11%; F: 0%; G: 2%; H: -25%; I: -6%
CCCCn1c(SCC(=O)Nc2cc(C)on2)nnc1-c1ccco1
  A: 14%; B: 20%; C: -13%; D: 18%; E: 10%; F: -2%; G: 4%; H: -5%; I: 12%
CCC(=O)NCCc1nc2cc(NC(=O)Nc3ccccc3)ccc2n1C
  A: -3%; B: -3%; C: 0%; D: -6%; E: -5%; F: 0%; G: -3%; H: -9%; I: ?
C[C@]12CCC[C@H](O1)c1c(cc3c(c1O)C(=O)c1c(O)cc(O)cc1C3=O)O2
  A: 2%; B: 0%; C: -5%; D: ?; E: -3%; F: -2%; G: 4%; H: -18%; I: 17%
CCCCCNC(=O)C(c1ccncc1)n1c(=O)c(-c2ccccc2)nc2ccccc21 (configuration not stated)
  A: -4%; B: -1%; C: -14%; D: 1%; E: 21%; F: .; G: .; H: -19%; I: -4%
CC(=O)N1C(=O)C2(C(C#N)=C(N)Oc3cc(C)oc(=O)c32)c2ccccc21 (configuration not stated)
  A: 2%; B: 3%; C: 11%; D: 10%; E: -1%; F: -2%; G: -8%; H: -13%; I: 3%
CC(=O)NC(c1cccc(F)c1)c1nc(-c2cnc3ccccc3c2)cs1 (configuration not stated)
  A: -5%; B: -11%; C: 6%; D: 0%; E: 0%; F: .; G: 22%; H: -2%; I: 13%
COc1cccc(/C=N/NC(=O)C(=O)N2CCCCCC2)c1O
  A: 13µM*; B: ?; C: 2%; D: -13%; E: 7%; F: ?; G: -1%; H: -14%; I: ?
Cc1ccc2nc(N(CCCN(C)C)C(=O)c3sc4ccccc4c3Cl)sc2c1
  A: -23%; B: ?; C: 0%; D: -29%; E: 3%; F: -1%; G: 3%; H: ?; I: 0%
Cc1csc(Nc2nc(N)c(C(=O)Nc3cc(Cl)ccc3F)o2)n1
  A: ?; B: ?; C: ?; D: -2%; E: 4%; F: ?; G: 4%; H: -29%; I: -12%

# Taken from the results shown (2 entries):
# Keys – A = HT1080 IDH1KD tx; B = HT1080-NT tox; C = HEK293 tox; D = KB-3-1 cytotox; E = TDP43 rescue; F = SW480 rerep; G = GLP1R ag; H = KB-V1 cytotox; I = GLP1R inv ag
CCC(C)(C(=O)NC1CCCC1)N(Cc1cccs1)C(=O)c1ccccn1 (configuration not stated)
  A: 14%; B: 7%; C: -8%; D: -3%; E: -11%; F: 0%; G: 2%; H: -25%; I: -6%
CCCCn1c(SCC(=O)Nc2cc(C)on2)nnc1-c1ccco1
  A: 14%; B: 20%; C: -13%; D: 18%; E: 10%; F: -2%; G: 4%; H: -5%; I: 12%
